Screening data: PubChem BioAssay, National Center for Advancing Translational Sciences (NCATS)
Mito fusion yeast: mitochondrial division inhibition or fusion activation; S. cerevisiae fusion-defective mutant growth rescue, CellTiterGlo 48 h; Potency, µM (highest dose often 46.1 µM), for the others: at the highest dose growth rescue (activation), usual class: activators; 320,000 tested, 0.23% active; AID 485298;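 further: potency means the concentration at half of the fitted maximal effect; % of control where 0% means no effect; nearly all actives have a fitted effect of over 45% in size; temperature-sensitive fusion mutants such as fzo1-1 at 37 °C on non-fermentable ethanol glycerol medium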
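Compounds are tested for their ability to restore growth of mitochondrial fusion-defective yeast strains at non-permissive 37C in YPEG medium over 48 hours. Viability is quantified by luciferase luminescence.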
B2AR arrestin: recruits beta-arrestin to the human beta2-adrenergic receptor. beta-arrestin recruitment to beta2AR, cell-based reporter. Potency, µM (titrated, usually from 46.1 µM), for the others: at the highest dose activation, most hits filed as activators. 330,000 tested, 0.02% active. AID 492947;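 further: potency means the concentration at half of the fitted maximal effect; 0% = DMSO controls and full agonism = EC100 isoproterenol or metaproterenol; nearly all actives have a fitted effect of over 65% in size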
TCR activator: activates T cell receptor signaling. primary human leukocytes, anti-CD3, IL-2 HTRF, 48 h. Potency, µM (series often up to 9.22 µM), for the others: at the top dose activation of IL-2 secretion, actives largely listed as activators. 330,000 tested, under 10 active. AID 504894; further: % of control where 0% means no effect
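Readout: HTRF IL-2, Eu-cryptate/d2 antibody pair, 320nm excitation, 665nm emission. Stimulus: a-CD3 beads, no co-stimulation. Cells: primary human leukocytes. Exposure: 48 hr with compound.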
TSHR antag: antagonists of human thyroid stimulating hormone receptor | activity change, negative = inhibition, % at 11.5 µM | 330,000 tested, 0.2% active | TSHR-expressing cells, TSH-stimulated cAMP HTRF, 2 h; hits give low values;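 active means activity change below a set negative limit, meaning inhibition stronger than a set level, cut at about -70% in these data; inconclusive means activity change between two set negative limits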; further: on the % scale 0 is the no-effect control and ±100 the full control effect
Target sequence (P16473 whole entry, looked up): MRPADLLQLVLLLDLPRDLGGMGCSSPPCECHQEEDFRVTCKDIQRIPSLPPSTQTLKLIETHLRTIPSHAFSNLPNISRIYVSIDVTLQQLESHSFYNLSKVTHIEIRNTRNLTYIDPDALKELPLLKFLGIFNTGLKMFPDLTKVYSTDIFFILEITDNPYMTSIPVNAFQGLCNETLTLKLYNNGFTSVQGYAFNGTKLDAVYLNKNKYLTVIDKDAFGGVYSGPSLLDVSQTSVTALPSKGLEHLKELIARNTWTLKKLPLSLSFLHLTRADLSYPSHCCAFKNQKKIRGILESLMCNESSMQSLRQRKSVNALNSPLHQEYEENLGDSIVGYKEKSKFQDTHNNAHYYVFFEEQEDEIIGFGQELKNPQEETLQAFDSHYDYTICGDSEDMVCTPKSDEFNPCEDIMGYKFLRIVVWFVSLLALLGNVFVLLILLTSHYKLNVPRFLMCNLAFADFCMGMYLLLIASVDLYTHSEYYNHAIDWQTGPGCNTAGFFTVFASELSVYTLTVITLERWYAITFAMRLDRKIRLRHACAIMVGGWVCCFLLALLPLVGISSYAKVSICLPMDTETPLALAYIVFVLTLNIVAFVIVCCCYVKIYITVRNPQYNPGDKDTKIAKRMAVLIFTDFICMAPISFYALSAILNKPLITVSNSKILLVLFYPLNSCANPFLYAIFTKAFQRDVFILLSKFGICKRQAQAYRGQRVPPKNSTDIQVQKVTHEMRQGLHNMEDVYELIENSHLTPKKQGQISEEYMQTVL
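TSHR-expressing cells, 200/well, pre-treated with compound, then stimulated with EC80 TSH (4nM final) for 2 hours at 37 deg C. cAMP measured by competitive HTRF: anti-cAMP cryptate antibody in lysis buffer plus cAMP-d2, read after 30 minutes at room temperature.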
PTAP TSG101 blk: blocks PTAP/TSG101 interaction to inhibit HIV-1 budding | AID 493005 | 340,000 tested, under 10 active | Q99816 | Fluorescence polarization, FITC-PTAP peptide / Tsg101 binding | Potency, µM (top dose mostly 115 µM), for inactives: at the top dose activity change, negative = inhibition, actives largely listed as inhibitors; active means well fitted inhibition curve with a large enough effect in the main read-out, with a control signal flat, not every such curve was filed as active; inconclusive means small, poorly fitted or top-dose-only effect, or effect the other way, or a change in a side signal; inactive means no such curve, though single readings can be large or run the other way; further: potency means the concentration at half of the fitted maximal effect; % of control where 0% means no effect
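FP read-out: FITC-PTAP peptide, 50 nM final, binding Tsg101 binding domain, 10 uM final; 20 min, r.t.; 10 mM HEPES pH 7.5, 0.15 M NaCl, 0.01% Tween 20, 3 mM EDTA, 0.1 mM TCEP.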
Eya2 phos inh: blocks the phosphatase activity of human Eya2. O00167. 330,000 tested, 0.006% active. recombinant Eya2, OMFP fluorescence dephosphorylation (OMFP is methylfluorescein phosphate). Potency, µM (highest dose often 76.9 µM), for inactives: at the top dose activity, negative = inhibition, usual class: inhibitors. AID 488837; further: potency means the concentration at half of the fitted maximal effect; on the % scale 0 is the no-effect control and ±100 the full control effect
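Eya2 (0.2 uM) preincubated 10 min at ambient with compound, then OMFP substrate added at 50 uM; 10 min reaction in 50 mM HEPES pH 7.5, 50 mM NaCl, 5 uM MgCl2, 0.05% BSA, 1 mM DTT. Fluorescence read at Ex 485/Em 525 nm.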
BCR signal inh: chronic active BCR signaling inhibition; ABC-DLBCL IkBa-CBG/CBR reporter, luminescence ratio, 4 h; AID 493014; 340,000 tested, 0.05% active; Potency, µM (doses to about 46.1 µM), for the others: at the top dose ratio change, negative = lower green/red ratio, usual class: inhibitors; active means well fitted inhibition curve with a large enough effect in the signal ratio, with a control signal flat, not every such curve was filed as active; inconclusive means small, poorly fitted or top-dose-only effect, or effect the other way, or a change in a side signal; the % refers to the signal ratio;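 further: potency means the concentration at half of the fitted maximal effect; plate controls were basal doxycycline-induced cells for no effect and cells given 10 µM MG132 for full effect; MG132 reads +100%, hits lower the ratio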
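TMD8 human ABC-DLBCL cells with doxycycline-inducible IκBα–green luciferase fusion and unfused red luciferase, in 0.5% FBS medium; compounds up to 46 uM, 4 h at 37C. Green/red luminescence ratio, filter-overlap corrected, fitted to concentration-response curves.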
ELG1 DNA repair: ELG1-dependent DNA repair inhibition. HEK293T ELG1-luciferase reporter, luminescence, 16 h; DNA damage induced by 5-fluorouridine. 330,000 tested, 2.3% active. AID 504467. Potency, µM (top dose mostly 46.1 µM), inactives show at the highest dose activity change, negative = inhibition, usual class: inhibitors; further: potency means the concentration at half of the fitted maximal effect; on the % scale 0 is the no-effect control and ±100 the full control effect; nearly all actives have a fitted effect of over 55% in size
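DMSO vehicle served as the neutral condition. Each well held 2,000 cells given 5-fluorouridine plus compound; after 16 hr at 37 °C/5% CO2, ONE-Glo was added and luciferase measured 30 min later.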
Tb PFK block: T. brucei PFK enzyme inhibition | 330,000 tested, 0.17% active | T. brucei PFK, ADP-Glo luminescence | O15648 | Potency, µM (doses to about 57.5 µM), for inactives: top-dose activity, negative = inhibition, hits mostly inhibitors | AID 485367;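 further: potency means the concentration at half of the fitted maximal effect; 0% = uninhibited 1x PFK enzyme wells and -100% = no-enzyme wells; nearly all actives have a fitted effect of over 60% in size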
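In TEA buffer at pH 8.0 with 5 mM MgCl2, enzyme (1.25 nM) converted F6P (0.5 mM) and ATP (0.1 mM) for 45 min at room temperature. ADP product was read by luciferase luminescence.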
uPA generation: inhibitors of cell surface uPA generation; cell surface uPA generation assay, qHTS; Potency, µM (titrated, usually from 38.3 µM), without a hit: at the top dose activity change, negative = inhibition, actives largely listed as inhibitors; 330,000 tested, 0.31% active; AID 540303; active means well fitted inhibition curve with a large enough effect; inconclusive means small, poorly fitted or top-dose-only effect; inactive means no such curve, though single readings can be large or run the other way; tested in mouse RAW 264.7 cells; further: potency means the concentration at half of the fitted maximal effect; on the % scale 0 is the no-effect control and ±100 the full control effect; nearly all actives have a fitted effect of over 55% in size
USP2a inh: blocks human ubiquitin-specific protease USP2a. O75604. USP2 core, Ub-CHOP2 coupled fluorogenic reporter, 485/531. Potency, µM (series often up to 38.3 µM), without a hit: top-dose activity change, negative = inhibition, actives largely listed as inhibitors. 330,000 tested, 0.01% active;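 further: potency means the concentration at half of the fitted maximal effect; plate controls were DMSO wells for no effect and full inhibition by NEM control for full effect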
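USP2 core (10nM final) preincubated 30min RT with compound in 20mM Tris-HCl pH 8.0, 2mM CaCl2, 2mM beta-mercaptoethanol, 0.05% CHAPS; 25nM Ub-CHOP2 plus 25nM reporter substrate added, fluorescence (Ex485/Em531) read after 60min.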
Active calls of the source: *; u = inconclusive; x = no result given; [ ] = remark or other dose. Unless noted, the call rests on the fitted dose curve; in most records, active means well fitted curve in the direction sought with a large enough effect; inconclusive means small, poorly fitted or top-dose-only effect, or another doubt; inactive means no such curve, though single readings can be large; an effect the other way counts as inactive or inconclusive. The order is random (roughly 3% active in at least one column).

SMILES,Mito fusion yeast,B2AR arrestin,TCR activator,TSHR antag,PTAP TSG101 blk,Eya2 phos inh,BCR signal inh,ELG1 DNA repair,Tb PFK block,uPA generation,USP2a inh
Cc1ccc(S(=O)(=O)Nc2ccc3cn[nH]c3c2)cc1,5%,0.3%,-6%,-19,-6%,-9%,-9%,1%,0%,-10%,1%
CN(C)S(=O)(=O)c1cccc(NC(=O)COC(=O)c2cc(-c3cccc(Br)c3)nc3ccccc23)c1,2%,-2.1%,-1%[46.1 µM],-2,-4%,-9%,5%,u,2%,-2%,-3%
Cc1cc(C)c(C(=O)Cn2nc(C(=O)O)c3ccccc3c2=O)cc1C,5%,0.5%,8%,-33,-6%,-2%,0%,u,1%,-3%,0%
COC(=O)C(C)Sc1ccc2nnc(-c3ccccc3)n2n1 (configuration not stated),0%,-0.1%,-2%,-2,0%,9%,u,-2%,-2%,6%,-1%
CCCCCCN1CC(C(=O)OCC)C(=O)C1=O (configuration not stated),5%,-0.5%,-4%,2,0%,-5%,7%,20%,-5%,0%,-2%
Cc1cc(C)nc(SCC(=O)Nc2ccc(Br)cn2)n1,-3%,-0.4%,5%,-4,-7%,-8%,2%,-1%,-5%,4%,2%
CC(=O)Nc1ccc(S(=O)(=O)NCC2(N3CCOCC3)CCCCC2)cc1,5%,-1.1%,2%,11,0%,2%,3%,0%,0%,-20%,-2%
COc1ccc(NC2=CC(c3cccc(OC)c3)N(c3ccc(OC)cc3)C2=O)cc1 (configuration not stated),-1%,2.3%,-6%[46.1 µM],-7,-3%,3%,0%,-1%,0%,2%,3%
COc1ccc(CSCC(=O)NCCC(C)C)cc1,4%,-0.4%,-3%,-5,-9%,-2%,-7%,-6%,-1%,5%,3%
CC1CCN(C(C(=O)NC2CCCCC2)c2cc3c(cc2[N+](=O)[O-])OCO3)CC1 (configuration not stated),16%,-1.6%,0%,-2,-5%,-3%,-2%,u,0%,-4%,1%
O=C(/C=C/c1ccc(Cl)cc1)Nc1ccccc1N1CCOCC1,6%,0.5%,1%[46.1 µM],-9,-4%,1%,u,12%,-3%,2%,1%
CCCOc1ccc(C(O)C(CN2CCOCC2)c2ccccc2)cc1 (configuration not stated),-1%,-0.9%,3%,7,-2%,13%,0%,-4%,3%,7%,-1%
CC(=O)Nc1ccc(S(=O)(=O)Nc2cccc(C(=O)Nc3ccccc3C(=O)O)c2)cc1,-2%,0.0%,6%,6,-1%,-13%,-10%,-17%,2%,-5%,-2%
O=C(NCc1ccc(Cl)cc1)C1C2C=CC3(CN(Cc4cccnc4)C(=O)C13)O2 (configuration not stated),0%,-0.5%,x,5,x,4%,3%,0%,6%,6%,0%
Cc1cc(Nc2nnnn2-c2ccccc2)n(-c2ccc(Cl)cc2)n1,3%,-0.1%,-4%,-8,1%,5%,u,u,3%,-5%,-17%
NC(=O)c1ccsc1NC(=O)c1ccc(N2CCCC2=O)cc1,-5%,-0.9%,-4%,0,-2%,-5%,u,u,u,u,5%
O=C(CSc1n[nH]c(-c2ccccc2)n1)N1CCOCC1,-1%,0.4%,-9%,-7,-3%,1%,u,u,0%,0%,2%
Cc1c(-c2ccccc2)nc(N)c(C#N)c1-c1ccco1,10%,-2.4%,-2%,14,-5%,-5%,25%,19%,-1%,-3%,16%
CCOC(=O)c1nc(N)c(C(=O)OCC)[nH]1,4%,0.2%,-5%,-1,0%,3%,u,-9%,-2%,5%,2%
Cc1c(N(C)S(=O)(=O)c2cccc(C(=O)NCC3CCCO3)c2)c(=O)n(-c2ccccc2)n1C (configuration not stated),2%,-2.4%,-7%,15,-3%,-45%,u,6%,6%,-1%,2%
CN(C)C(=O)COC(=O)c1cccnc1Nc1ccccc1F,-1%,0.8%,3%[46.1 µM],13,2%,5%,-19%,23%,3%,-3%,2%
CCOC(=O)C1=C(C)N(C)C(C)=C(C(=O)OCC)C1c1ccsc1,2%,-0.8%,-1%,-22,-3%,2%,1%,-6%,-1%,-1%,-1%
CCc1ccc2c(c1)C1(C(=O)N2)N2CCCC2C(C(=O)c2ccc3ccccc3c2)C12C(=O)Nc1ccccc12 (configuration not stated),3%,7.5%,0%[46.1 µM],-10,1%,8%,u,u,0%,-12%,-18%
O=C(c1n[nH]c2ccccc12)N1CCOCC1,-7%,0.0%,-21%,7,-12%,12%,-3%,2%,0%,1%,1%

Reformatted: entries from further up
Structure: Cc1cc(Nc2nnnn2-c2ccccc2)n(-c2ccc(Cl)cc2)n1
  Mito fusion yeast: 3%	B2AR arrestin: -0.1%	TCR activator: -4%	TSHR antag: -8	PTAP TSG101 blk: 1%	Eya2 phos inh: 5%	BCR signal inh: u	ELG1 DNA repair: u	Tb PFK block: 3%	uPA generation: -5%	USP2a inh: -17%

Structure: NC(=O)c1ccsc1NC(=O)c1ccc(N2CCCC2=O)cc1
  Mito fusion yeast: -5%	B2AR arrestin: -0.9%	TCR activator: -4%	TSHR antag: 0	PTAP TSG101 blk: -2%	Eya2 phos inh: -5%	BCR signal inh: u	ELG1 DNA repair: u	Tb PFK block: u	uPA generation: u	USP2a inh: 5%

Structure: O=C(CSc1n[nH]c(-c2ccccc2)n1)N1CCOCC1
  Mito fusion yeast: -1%	B2AR arrestin: 0.4%	TCR activator: -9%	TSHR antag: -7	PTAP TSG101 blk: -3%	Eya2 phos inh: 1%	BCR signal inh: u	ELG1 DNA repair: u	Tb PFK block: 0%	uPA generation: 0%	USP2a inh: 2%

Structure: Cc1c(-c2ccccc2)nc(N)c(C#N)c1-c1ccco1
  Mito fusion yeast: 10%	B2AR arrestin: -2.4%	TCR activator: -2%	TSHR antag: 14	PTAP TSG101 blk: -5%	Eya2 phos inh: -5%	BCR signal inh: 25%	ELG1 DNA repair: 19%	Tb PFK block: -1%	uPA generation: -3%	USP2a inh: 16%

Next results follow.
SMILES,Mito fusion yeast,B2AR arrestin,TCR activator,TSHR antag,PTAP TSG101 blk,Eya2 phos inh,BCR signal inh,ELG1 DNA repair,Tb PFK block,uPA generation,USP2a inh
COc1cccc(NC(=O)N(CCN(C)C)C(C)c2cccnc2)c1 (configuration not stated),0%,-0.5%,-7%,-2,2%,1%,-1%,-5%,-6%,-18%,-1%
CCOC(=O)c1cc(-c2ccccc2)n(CCC(=O)O)c1C,-2%,-0.3%,x,-5,-6%,11%,17%,-8%,4%,0%,4%
CC(C)NC(=O)COc1ccc(OCc2ccccc2)cc1,2%,0.0%,8%,-6,-5%,12%,1%,-7%,-2%,3%,-1%
CCOc1ccc(-c2cnc(SCC(N)=O)nc2N)cc1,-6%,-2.2%,1%,4,-3%,14%,u,14%,0%,6%,3%
CC(C)n1c(=S)[nH]c2ccccc21,-6%,-0.1%,-6%,-3,1%,-40%,u,9%,-8%,0%,2%
CCN(CC)C(=O)CN1C(=O)COCC1=O,-4%,0.0%,0%,3,-5%,9%,1%,1%,2%,16%,3%
O=C(O)CCc1nc2cc(C(F)(F)F)ccc2n(Cc2ccccc2)c1=O,25%,3.2%,2%,2,-2%,0%,16%,0%,3%,-4%,2%
CCC(=O)NC(=S)Nc1ccc(NC(=O)c2ccc(OC)cc2)cc1,-4%,-0.5%,4%[46.1 µM],21,0%,-5%,4%,15%,6%,2%,3%
O=C(Cn1cnc([N+](=O)[O-])c1)c1ccc(Cl)cc1,20%,0.1%,-7%,-6,x,4%,-1%,5%,-24%,0%,2%
Cc1ccc(NC(=O)c2ccc(=O)[nH]c2)cc1S(=O)(=O)N1CCCCCC1,x,-0.9%,-5%,-4,1%,-5%,-7%,16µM*,0%,-4%,3%
S=C(Nc1cccnc1)Nc1ccccn1,-14%,0.5%,0%,2,-3%,-11%,-3%,21%,1%,6%,-1%
Cc1cc(C)c(S(=O)(=O)N2CCN(c3ccc([N+](=O)[O-])c(NCC4CCCO4)c3)CC2)c(C)c1 (configuration not stated),3%,0.1%,-1%,11,-4%,-15%,0%,u,7%[0.46 µM],5%,3%
